From PubChem BioAssay
CHRM5 PAM: potentiates acetylcholine response at human M5 receptor | P08912 | CHO-K1 hM5, Fluo-8 calcium, ACh EC20 PAM; 0% = ACh EC20, 100% = ACh EC100 | activation, % at 3 µM | 360,000 compounds, 0.3% hits;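 active means activation above the run cutoff, the mean activation of all test compounds plus 3 SD, cut at about 18% in these data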
Target sequence (P08912 whole entry, looked up): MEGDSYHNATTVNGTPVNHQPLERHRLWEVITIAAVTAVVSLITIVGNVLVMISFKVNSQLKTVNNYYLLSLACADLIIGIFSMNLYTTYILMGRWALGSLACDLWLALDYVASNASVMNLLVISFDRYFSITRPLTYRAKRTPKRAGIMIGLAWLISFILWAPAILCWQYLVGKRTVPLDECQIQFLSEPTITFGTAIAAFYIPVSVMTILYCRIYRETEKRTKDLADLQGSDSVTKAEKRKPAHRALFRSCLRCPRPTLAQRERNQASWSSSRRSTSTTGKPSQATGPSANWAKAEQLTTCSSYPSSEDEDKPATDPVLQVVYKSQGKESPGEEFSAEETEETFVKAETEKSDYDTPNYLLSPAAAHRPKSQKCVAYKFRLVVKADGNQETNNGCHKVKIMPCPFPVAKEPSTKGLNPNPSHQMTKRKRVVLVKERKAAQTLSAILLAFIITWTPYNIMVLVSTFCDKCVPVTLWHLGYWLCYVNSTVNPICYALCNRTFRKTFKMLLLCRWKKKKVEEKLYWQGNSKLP
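Replicates: One well per compound, no replicates | System: Human M5 receptor in CHO-K1 cells | Benchmarks: Low control EC20 acetylcholine (0%), high control EC100 acetylcholine (100%) | Probe or stimulus: Acetylcholine, EC20 level | Times: Fluo-8 loading 80 min at 37 °C plus 30 min room temperature | Signal: Intracellular calcium via Fluo-8 fluorescence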
CHRM5 antagonist: CHRM5 antagonism in calcium assay | 360,000 compounds, 0.59% hits | CHO-hM5 cells, Fluo-8 calcium fluorescence, ACh EC80 | inhibition, % at 3 µM | AID 624040;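 active means inhibition above a per-plate cutoff, the mean of that plate's test compounds plus 3 SD, cut at about 27% in these data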;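 further: 0% = acetylcholine EC80 with DMSO and 100% = DMSO without agonist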
TAAR1 agonist: human TAAR1 agonism. 360,000 compounds, 0.99% hits. Q96RJ0. CHO RD-HGA16 TAAR1, Fluo-8 calcium fluorescence; vehicle wells 0%, saturating PEA agonist 100%. AID 624467. activation, % at 3 µM;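 active means activation above the mean activation of all test compounds in the run plus 3 SD, cut at about 38% in these data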
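Repeats: no replicates (n 1) | Material: CHO-derived RD-HGA16 cells with stable Gα16 and human TAAR1 | Technique: Kinetic Fluo-8 calcium fluorescence | Schedule: 17-24 h seeding, 75 min 37 °C dye, 30 min RT | Evaluation: % activation from peak over basal fluorescence ratio, DMSO-to-PEA scaled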
M1 antag: antagonists of human M1 muscarinic receptor; P11229; CHO-K1 hM1, Fluo-8 calcium fluorescence, ACh EC80 antagonist; inhibition, % at 3 µM; 360,000 compounds, 1.3% hits; AID 588852;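 active means percent inhibition above its own plate's cutoff, namely the mean of that plate's compound wells plus 3 SD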;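 further: peak over basal fluorescence ratio during 140 s after agonist addition; 0% = ACh EC80 plus DMSO and 100% = DMSO alone without agonist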
Target sequence (P11229 whole entry, looked up): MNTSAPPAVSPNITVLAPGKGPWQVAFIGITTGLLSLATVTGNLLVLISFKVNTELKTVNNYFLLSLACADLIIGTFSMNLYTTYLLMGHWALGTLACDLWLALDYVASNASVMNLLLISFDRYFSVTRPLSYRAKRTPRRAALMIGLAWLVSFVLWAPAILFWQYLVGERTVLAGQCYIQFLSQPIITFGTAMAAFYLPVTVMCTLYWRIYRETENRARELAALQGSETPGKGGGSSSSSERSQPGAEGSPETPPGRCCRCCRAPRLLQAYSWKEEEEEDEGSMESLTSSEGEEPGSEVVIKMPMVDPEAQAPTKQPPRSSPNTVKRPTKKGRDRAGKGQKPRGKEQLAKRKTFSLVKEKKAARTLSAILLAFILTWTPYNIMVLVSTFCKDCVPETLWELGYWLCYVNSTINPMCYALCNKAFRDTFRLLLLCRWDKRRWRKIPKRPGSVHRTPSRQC
M4 antag: antagonists of human muscarinic M4 receptor (CHRM4); CHO-hM4 cells, ACh EC80, Fluo-8 calcium fluorescence; AID 624125; 360,000 compounds, 0.73% hits; inhibition, % at 3 µM;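 active means inhibition above its plate's cutoff, the mean inhibition of sample wells plus 3 SD, cut at about 27% in these data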;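 further: 0% = acetylcholine EC80 with DMSO and 100% = DMSO without agonist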
M1 PAM: positive allosteric modulators of human M1 muscarinic receptor; P11229; activation, % at 3 µM; CHO-K1 hM1, Fluo-8 calcium fluorescence, ACh EC20; 0% = ACh EC20, 100% = maximal ACh; 360,000 compounds, 0.088% hits; in the data active means activation above about 19%, passing the limit was not always enough
M4 ag: CHRM4 agonism in calcium assay; AID 624127; P08173; CHO-K1 hM4/Gqi5, Fluo-8 calcium fluorescence; vehicle 0%, full acetylcholine response 100%; activation, % at 3 µM; 360,000 compounds, 0.14% hits;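 active means activation above the run mean over all test wells plus 3 SD, cut at about 32% in these data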;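 further: peak over basal fluorescence ratio per well then scaled between controls; 0% = DMSO wells and 100% = acetylcholine at EC100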
M1 ag: activates human CHRM1 receptor | 360,000 compounds, 0.33% hits | activation, % at 3 µM | P11229 | CHO-K1 hM1, Fluo-8 calcium fluorescence, agonist mode; 0% DMSO, 100% acetylcholine EC100 | AID 588814;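 active means activation above the run's mean compound activation plus 3 SD, cut at about 16% in these data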;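 further: peak over basal fluorescence ratio within a 140 s kinetic read after compound addition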
CHRM5 agonist: CHRM5 agonism in calcium assay. P08912. CHO-K1 hM5 cells, Fluo-8 calcium fluorescence; 0% DMSO wells, 100% maximal acetylcholine response. activation, % at 3 µM. 360,000 compounds, 0.19% hits. AID 624037;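 active means activation above the run's mean over test compounds plus 3 SD, cut at about 23% in these data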;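 further: signal is peak over basal fluorescence ratio across the kinetic read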
An asterisk follows results filed as active; x = not tested or not shown.

SMILES	CHRM5 PAM	CHRM5 antagonist	TAAR1 agonist	M1 antag	M4 antag	M1 PAM	M4 ag	M1 ag	CHRM5 agonist
Cc1ccc(C(=O)N/C(=C\c2ccc(F)cc2)C(=O)NCc2ccncc2)cc1	-3	1	x	-10	0	3	0	-5	-1
CC(C)c1nnc(NC(=O)CCC(=O)N2CCN(C3c4ccccc4-c4ccccc43)CC2)s1	2	-1	26	13	7	-8	1	-2	2
C=CCn1c(CNC(=O)c2ccco2)nnc1SCC(=O)Nc1cccc(F)c1	-2	12	4	-16	-4	13	2	-4	2
CCc1ccccc1NC(=O)CCOc1ccccc1	-7	9	x	-2	2	2	0	-4	-4
O=C(NCc1ccccc1Cl)C1CCCO1 (stereo unspecified)	-2	3	12	-10	-1	8	2	-5	-4
N#CCCCc1cc2cc(F)ccc2cn1	9	3	5	8	12	-3	0	-5	2
CCN(CC)CCNC(=O)c1ccc(NC(=O)Cc2ccsc2)cc1	6	-23	2	-7	-16	0	2	-6	-8
c1csc(C(c2nnnn2C2CCCC2)N2CCOCC2)c1 (stereo unspecified)	5	-6	1	-11	6	10	1	-4	-1
CCOC(=O)C(C(=O)OCC)C1CS(=O)(=O)CC1C(C(=O)OCC)C(=O)OCC (stereo unspecified)	-10	-3	6	1	5	8	0	-1	-4
CC(NC(=O)C(=O)N1CCCCC1)C(c1cccs1)N1CCN(c2ccc(F)cc2)CC1 (stereo unspecified)	-7	11	1	-9	6	3	3	-2	-5
O=C(c1cccc(NS(=O)(=O)c2ccc(F)c(F)c2)c1)N1CCN(Cc2ccccc2)CC1	-1	-5	2	1	-7	3	3	-3	-2
O=c1[nH]c2nc(Cl)nc(Cl)c2[nH]1	4	10	2	-13	1	11	0	-4	0
COc1ccc(NC(=O)c2cc(-c3cc(Cl)ccc3C)n[nH]2)cc1OC	-8	0	4	2	4	-7	11	-4	-1
CCC(=O)Nc1ccc(S(=O)(=O)N2CCC(c3nc4ccccc4[nH]3)CC2)cc1	2	2	11	1	-6	4	2	1	-1
CC1CN(Cc2ccccc2)c2nc3c(c(=O)n(CC(=O)O)c(=O)n3C)n2C1 (stereo unspecified)	-2	5	3	-8	4	17	2	0	0
O=C(NCCCN1CCOCC1)c1c(F)c(F)c(F)c(F)c1F	2	3	3	-13	-5	12	1	-3	1
Cc1cccn2c(=O)c3cc(C(=O)N4CCN(Cc5ccccc5)CC4)sc3nc12	-4	10	6	1	-6	-2	3	-8	1
COC(=O)COc1ccc(/C=N/NS(=O)(=O)c2ccccc2)cc1	0	-1	5	-14	-3	5	0	-2	2
Cc1ccc(C2CCN(C(=S)NC(C)(C)C)C2)cc1 (stereo unspecified)	5	-4	2	-2	-10	4	0	-4	-5
CC1Cc2ccccc2N1C(=O)C1CCCCN1S(=O)(=O)c1ccccc1 (stereo unspecified)	1	2	3	1	8	6	-2	-2	0
CCOC(=O)C1CCCN(C(=O)c2cccc(NC(=O)C(CC)CC)c2)C1 (stereo unspecified)	7	-4	13	-2	0	6	2	-2	2
c1csc(-c2nnc(N3CCOCC3)c3ccccc23)c1	3	-3	1	-10	-6	11	3	-14	2
Cc1cc(C)cc(NC(=O)CCn2c(=S)[nH]c3ccccc3c2=O)c1	-6	10	1	-10	-7	8	0	-1	-2
O=C(CN1C(=O)CCSc2ccc(S(=O)(=O)N3CCCC3)cc21)NCc1ccccc1Cl	-3	11	2	-3	0	-4	2	-8	-1
Cc1cc(N2CCCCC2)nc2ccc(NC(=O)CCC(=O)NCCC(C)C)cc12	1	0	0	-12	-3	2	2	-5	-3
COC(c1ccccc1)c1nnc(CCC(=O)N2CCN(CCOc3ccccc3)CC2)o1 (stereo unspecified)	20*	-11	1	14	8	-9	4	-4	-3
COc1ccc(/C=C2\SC(=S)N(CCC(=O)Nc3cccc(C(=O)O)c3)C2=O)cc1	-5	9	-1	2	12	-4	0	-2	-2
COc1ccc(S(=O)(=O)N(C)C[C@H]2Oc3ccc(NS(=O)(=O)c4ccccc4)cc3CC(=O)N([C@H](C)CO)C[C@@H]2C)cc1	4	2	7	-3	-5	4	2	-9	-1
CCCNC(=O)c1ccccc1SCc1c(C)noc1C	2	-5	2	10	-4	-2	0	10	-1
CC(C)NC(=O)CN(c1cccc([N+](=O)[O-])c1)S(=O)(=O)c1ccccc1	-3	1	1	-5	-4	6	1	-7	-5
COc1ccc(N(C(=O)c2ccccc2OC(C)=O)C(C)C2CC2)cc1 (stereo unspecified)	-4	6	19	-3	0	5	-1	-7	-3
COCc1c(C(=O)NCCc2ccc(OC(F)F)cc2)oc2ccccc12	-17	-1	6	-1	-3	-3	8	-5	-5
Cc1nc(C(=O)NNC(=O)Nc2ccc(Cl)cc2)cs1	13	-9	2	-20	-16	19	1	1	2
COc1ccc(NC(=O)C23CC4CC(C2)CC(n2cnc(Br)n2)(C4)C3)cc1OC	2	-1	7	-4	-1	-8	-1	-3	-2
CC1CCCN(c2ccc(C(=O)OCC(=O)N3c4ccccc4Sc4ccccc43)cc2[N+](=O)[O-])C1 (stereo unspecified)	-18	6	0	35*	30*	-26	-1	-11	-5
CCCNC(=O)C(=O)Nc1ccc2c(c1)N(S(=O)(=O)c1cccs1)CCC2	0	4	3	-7	-6	2	4	-5	1
CCC(NC(=O)c1ccccc1NC(=O)c1ccco1)C(=O)NNC(=O)c1ccncc1 (stereo unspecified)	13	-7	4	-3	-7	9	1	0	3
COc1ccc(OC)c(S(=O)(=O)N(C)CC(=O)N2CCN(c3cccc(Cl)c3)CC2)c1	-4	3	10	4	1	-8	6	-3	-2
CCCNC(=S)Nc1ccc(Cl)cc1Cl	7	-7	2	4	-1	2	1	-9	-1
COc1ccc(-c2csc(NC(=O)C3CSC4(C)CCC(=O)N34)n2)cc1OC (stereo unspecified)	-6	-2	2	-8	-2	8	0	-1	-4
CCc1ccc(CN(C)CC(=O)Nc2ccccc2[N+](=O)[O-])cc1	-4	2	3	-9	-10	6	-1	-8	0
C/C(=N/NC(=O)OC(C)(C)C)c1ccco1	-8	5	4	0	6	5	0	-7	-2
COc1ccc(/C=N/N=C2/CC(C)(C)Cc3n[nH]c(=O)cc32)cc1	-7	10	1	-1	-1	6	1	-7	0
CCCCNC(=O)C1c2ccccc2OCC(=O)N1Cc1ccco1 (stereo unspecified)	2	-2	3	x	-5	x	1	x	4
O=C(NC1CCCC1)C(c1cccnc1)N(C(=O)c1csnn1)C1CCCC1 (stereo unspecified)	1	-2	-1	-12	-1	13	1	-1	3
Cc1[nH]c(C)c(S(=O)(=O)N2CCN(c3ccccc3F)CC2)c1C(=O)N1CCCC1	1	-4	3	-4	-8	2	1	-2	0
NC(=O)c1ccc(NS(=O)(=O)c2ccccc2F)cc1	-4	11	4	9	3	-4	1	-2	-2
COc1ccc(OC)c(Nc2ncnc3c2cnn3-c2ccccc2)c1	-1	-2	-1	-5	-2	0	1	-9	-4

Sorted by the number under M4 antag (highest first): three from the list above.
Structure,M4 antag
C/C(=N/NC(=O)OC(C)(C)C)c1ccco1,6
NC(=O)c1ccc(NS(=O)(=O)c2ccccc2F)cc1,3
CCC(NC(=O)c1ccccc1NC(=O)c1ccco1)C(=O)NNC(=O)c1ccncc1 (stereo unspecified),-7

(continued)
SMILES	CHRM5 PAM	CHRM5 antagonist	TAAR1 agonist	M1 antag	M4 antag	M1 PAM	M4 ag	M1 ag	CHRM5 agonist
COCCNC(=O)c1ccc(C(=O)C(=O)c2ccccc2)cc1	-1	0	0	-12	-4	11	1	-5	-1
Cc1ccc(Cl)cc1NC(=O)NCc1cccnc1	1	7	3	-11	-2	7	0	-5	-4
CCOc1ccc(NC(=O)[C@@H](NC(=O)c2ccco2)C(C)C)cc1	-6	4	0	-6	0	5	1	-5	-3
CCOC(=O)N1CCN(C(=O)CSc2nc(=O)n3ccccc3n2)CC1	4	6	0	-7	2	5	1	-4	-5
COc1ccc(/C=C/C(=O)Nc2cccc(S(=O)(=O)NC3=NCCCCC3)c2)cc1OC	-8	1	8	5	1	-4	9	-3	3
Cn1cc(Br)c(-c2cccc(N3C(=O)CCCC3=O)c2)n1	14	-10	4	-13	-9	19	1	1	6
CN(C)CCNc1oc(/C=C/c2ccccc2)nc1C#N	-5	3	4	2	-6	-1	1	-6	-5
COc1ccccc1N1C(=O)Cc2ccccc2C1=O	1	6	-1	2	2	3	2	-2	-2
CC(C)C(=O)Nc1ccc(N2CCN(S(C)(=O)=O)CC2)cc1	0	2	11	-23	3	1	1	0	0
CC(=O)N/N=C\c1ccccc1OC/C=C/c1ccccc1	-4	14	1	4	-3	3	2	-2	-4
CCN(CC)C(=O)CC(c1ccc(F)cc1)c1ccco1 (stereo unspecified)	-1	-7	-2	-25	3	1	0	-5	-1
O=C(OCCN(CCOC(=O)c1ccncc1)S(=O)(=O)c1cccs1)c1ccncc1	-2	0	11	-4	-4	5	4	-3	-3

Reprinted at random: two records from the list, in no set order.
SMILES	CHRM5 PAM	CHRM5 antagonist	TAAR1 agonist	M1 antag	M4 antag	M1 PAM	M4 ag	M1 ag	CHRM5 agonist
COc1ccc(/C=C/C(=O)Nc2cccc(S(=O)(=O)NC3=NCCCCC3)c2)cc1OC	-8	1	8	5	1	-4	9	-3	3
O=C(OCCN(CCOC(=O)c1ccncc1)S(=O)(=O)c1cccs1)c1ccncc1	-2	0	11	-4	-4	5	4	-3	-3

Later entries.
SMILES	CHRM5 PAM	CHRM5 antagonist	TAAR1 agonist	M1 antag	M4 antag	M1 PAM	M4 ag	M1 ag	CHRM5 agonist
O=C(O)c1cc(N/N=C/c2c(O)ccc3ccccc23)ccc1Cl	8	-3	2	-11	2	10	1	-7	2
Cc1ccc(OCCN2CCC2(C)C(=O)Nc2ccc3c(c2)OCO3)cc1 (stereo unspecified)	-2	4	0	10	8	-8	0	-4	-3
CCC(C(=O)NCc1ccccc1)n1c(Cc2cc(F)cc(F)c2)nc2ccccc21 (stereo unspecified)	-7	4	-2	x	-8	x	13	x	0
CC(C(=O)NC(=O)NC1CCCCC1)N1CCN(c2ccccn2)CC1 (stereo unspecified)	-1	1	0	0	1	4	1	-5	-2
Cc1[nH]c2ccccc2c1C(=O)c1cc(Cc2ccccc2)sc1N	2	6	1	x	4	x	3	x	2
COc1ccccc1Nc1nc(N2CCCC2)nc(N2CCOCC2)n1	-2	4	0	0	-4	5	0	-2	5
CCOC(=O)N1CCN(C(=O)c2cn(CC)c3ccc(S(=O)(=O)N4CCOCC4)cc3c2=O)CC1	-2	14	0	4	-5	7	1	-3	-2
COc1ccc(-c2nc3c(c(SCC(=O)N4CCOCC4)n2)COC(C)(C)C3)cc1	2	-4	2	1	4	5	0	-4	0
C=CCNc1ncnc2c1cnn2-c1ccc(C)cc1C	-3	2	0	-14	-20	13	2	2	6
Cn1c(N)c(C(=O)COC(=O)CCCN2C(=O)c3ccccc3C2=O)c(=O)n(C)c1=O	3	5	3	-8	-7	6	5	-2	6
Cc1cc(C)n(C(=O)c2ccc(C)c(F)c2F)n1	-1	4	2	-8	-3	11	1	-8	-2
NC(=O)C1CCN(C(=O)CSc2nc3c(c(-c4ccccc4)n2)CCCC3)CC1	4	-2	2	-22	4	3	3	-4	-11
CC1(C(=O)NC2CCCC2)CCC(=O)N1Cc1ccccc1 (stereo unspecified)	3	1	1	2	-6	2	1	-4	1

An excerpt, so the mix of outcomes need not match the whole.
